# Screens: PubChem, Columbia University Molecular Screening Center
# mHtt clearance = mutant huntingtin protein clearance | HeLa Exon1htt(103Q)mCFP, aggregate imaging; zero = plate's median compound well | inhibition, % at 1.5 µM | 0.42% of 47,000 active | AID 853;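 active means inhibition of aggregate fluorescence above about 70%, also judged a hit by eye on the cell image, limit read from the data, passing the limit was not always enough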;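 further: cells exposed to compound for three days before fixation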
# mHtt clearance grain fraction = second read-out of mHtt clearance, no call of its own (marks repeat the call); fraction fluorescence in grains; measured here: aggregate grain fluorescence fraction; hits give low values;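 scaled fraction of total cell fluorescence in grains with unit not stated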
# * marks the source's active call; other numbers are inactive results.
canonical_smiles | mHtt clearance | mHtt clearance grain fraction
COc1ccc(NC(=O)c2onc(C)c2Cl)cc1OC | -2 | 46
Fc1ccc(-c2nnc3sc(C4COc5ccccc5O4)nn23)cc1 (centres undefined) | 13 | 18
COc1ccc(F)cc1S(=O)(=O)N1CCN(Cc2ccc3c(c2)OCO3)CC1 | 68 | 6.3
COc1ccc(S(=O)(=O)N2CCC(C(=O)N3CCN(c4ccccc4OC)CC3)CC2)cc1 | 9 | 19
O=c1c(-c2cccc3ccccc23)[n+]([O-])c2ccccc2n1O | 46 | 22
CSc1nnc(-c2ccc(O)cc2)n1C | 45 | 18
Cc1ccc(S(=O)(=O)N(C)c2ccc(OCC(=O)OCc3c(C)noc3C)cc2)cc1 | 52 | 7.9
Cc1cccc(Nc2nc(N)nc(CN3CCN(C)CC3)n2)c1 | 42 | 20
CCOc1cc2[nH]c(=O)n(CCC(=O)NCCc3ccccc3)c(=O)c2cc1OCC | 11 | 35
CCOc1nc(-c2ccccc2O)nc2ccccc12 | -21 | 22
COc1ccccc1C(=O)NCCn1cc(SCC(=O)NCc2ccco2)c2ccccc21 | -8 | 22
CC(C)CCSc1nc(N)c(C#N)cc1C#N | 56 | 17
CC(C)N1CC(C(=O)Nc2ccc(Br)c(Cl)c2)CC1=O (centres undefined) | -49 | 31
C=CCOc1cccc(C2C(C(=O)c3ccco3)=C(O)C(=O)N2CCN(CC)CC)c1 (centres undefined) | -26 | 46
Cc1c(NC(=O)c2ccc(Br)o2)c(=O)n(-c2ccccc2)n1C | -18 | 19
COC(=O)N1CCN(c2ccc(Cl)c(Cl)c2)CC1 | -24 | 20
C=C(C)CC1N(c2cccc(OC)c2)C(=O)[C@@H]2C(C(=O)O)[C@H]3C=C[C@@]12O3 (some centres undefined) | -6 | 35
COC(=O)c1[nH]c2cc(C)ccc2c1NC(=O)CN1CCN(C(=O)c2ccco2)CC1 | -34 | 28
CCc1c(C)nc(Nc2nc(C)c3cc(OC)ccc3n2)[nH]c1=O | 44 | 23
Cc1nc(-c2c(C(F)(F)F)noc2-c2ccc(O)cc2O)cs1 | -22 | 49
c1ccc2c(c1)nc1n2CN(Cc2ccc3c(c2)OCO3)CN1 | -11 | 41
CC(=O)Nc1cccc(NC(=O)C2CCCN2C(=O)Nc2ccc(C)cc2)c1 (centres undefined) | 30 | 13
O=C(Nc1cnn(Cc2ccc(Cl)c(Cl)c2)c1)C12CC3CC(CC(C3)C1)C2 | -8 | 22
CN(C#N)c1nc(N2CCOCC2)nc(N2CCOCC2)n1 | 8 | 18
Cc1nnc(SCC(=O)N2CC(=O)Nc3ccccc32)n1Cc1ccccc1 | -14 | 46
CC(C)NS(=O)(=O)c1ccc(CCC(=O)NCc2ccc3c(c2)OCO3)cc1 | -5 | 21
COc1ccc(NC(=O)c2oc3ccccc3c2NC(=O)c2ccco2)cc1 | 42 | 12
O=c1oc2ccccc2cc1C1=Nn2c(nnc2-c2cccnc2)SC1 | 7 | 17
CCCC(=O)Nc1ccc(N2CCCCC2)cc1 | -71 | 35
O=C1NC(=O)C2(COC3(CCCC3)OC2)S1 | 18 | 31
O=C(Nc1cccn(Cc2c(Cl)cccc2Cl)c1=O)c1c(Cl)cccc1Cl | -7 | 23
CCn1c(SCC(=O)c2ccc(Cl)s2)nnc1-c1cccs1 | 42 | 11
O=C(COC(=O)C12CC3CC(CC(O)(C3)C1)C2)N1CCN(S(=O)(=O)c2ccc(Cl)cc2)CC1 | 39 | 10
CCOc1cc(C(=O)Nc2cnccn2)cc(OCC)c1OCC | 43 | 11
C=CCN1C(=O)C(CC(=O)Nc2ccccc2)SC1=Nc1c(C)n(C)n(-c2ccccc2)c1=O (centres undefined) | -22 | 53
O=C(CSc1nnc(CNc2ccc(F)cc2)o1)N1c2ccccc2Sc2ccccc21 | -25 | 48
COc1ccc(CC(NC(C)=O)C(=O)NC2CCN(C(=O)NCc3ccccc3)CC2)cc1 (centres undefined) | 33 | 12
CCOC(=O)C1C(c2ccccc2Cl)NC(=O)N(C)C1(O)C(F)(F)F (centres undefined) | -15 | 24
COc1ccc(Oc2ccccc2/C=N/O)cc1 | -7 | 41
COc1ccc(C(=O)CSc2nnc(-c3ccccn3)n2Cc2ccco2)cc1 | -11 | 41
Nc1ccc(C(=O)Nc2ccco2)cc1 | -25 | 24
CC1=C(C(=O)Nc2ccccc2)C(c2ccco2)NC(=O)N1 (centres undefined) | 59 | 8.2
COC(=O)c1cccc(Nc2cc(C)nc(-c3ccccc3O)n2)c1 | -9 | 38
Cc1ccc(CNC(=O)C2C3C=CC(C3)C2C(=O)O)cc1 (centres undefined) | -45 | 26
COc1ccc(-c2c3c(=O)n(C)c(=O)n(C)c3cn2-c2cccc(OC)c2)cc1 | 11 | 18

# Sorted by molar mass (highest first): part of the list above.
canonical_smiles | mHtt clearance | mHtt clearance grain fraction
Cc1c(NC(=O)c2ccc(Br)o2)c(=O)n(-c2ccccc2)n1C | -18 | 19
O=C1NC(=O)C2(COC3(CCCC3)OC2)S1 | 18 | 31
Nc1ccc(C(=O)Nc2ccco2)cc1 | -25 | 24

# Next section
canonical_smiles | mHtt clearance | mHtt clearance grain fraction
Cc1nn(CC#N)c(=O)n1-c1ccccc1F | 24 | 14
COc1c(F)c(F)c(C(=O)Nc2cccc(Cl)c2N2CCOCC2)c(F)c1F | 1 | 19
Cc1cc(C)c(S(=O)(=O)ON2C(=O)c3ccccc3C2=O)cc1C | 8 | 36
CS(=O)(=O)Nc1ccc(C(=O)NCc2ccco2)cc1 | 6 | 18
O=C(CCCOc1ccccc1)N1CCN(c2ccccn2)CC1 | -38 | 26
Cc1cc(N2CCCC2=O)cc(C)c1CN1C(=O)c2ccccc2C1=O | -16 | 21
CCOC(=O)/C(=C\c1ccc([N+](=O)[O-])cc1)C(=O)c1cc(C(C)=O)c(Nc2ccccc2)s1 | -22 | 36
O=C1c2cccc3cccc(c23)C(=O)N1c1nccs1 | -44 | 56
c1cn2cc(CN3CCOCC3)nc2s1 | 6 | 19
Cc1cc(C2C(=O)CC(=O)CC2c2ccccc2)on1 (centres undefined) | -20 | 36
Cc1cc(=O)n2c(C)n[nH]c2n1 | 4 | 16
Cc1nnc2n1NC(c1ccc(Cl)cc1)C(C(=O)N(C)C1CCCCC1)S2 (centres undefined) | -58 | 69
COC(=O)c1c(NC(=O)Cc2cccs2)sc(C(=O)N2CCCCC2)c1C | -8 | 23
Cc1ccccc1NC(=O)CNc1ccccc1N1CCCCC1 | 0 | 31
O=C(NCc1ccc(F)cc1)C(c1cccs1)N(C(=O)c1csnn1)C1CC1 (centres undefined) | 24 | 16

# Next part.
# Below each compound – mHtt clearance	mHtt clearance grain fraction
> Cn1nc(CC(=O)Nc2ncc(Br)s2)c2ccccc2c1=O
→ 7	35
> CCCCCOC(=O)Cn1c(SCC(=O)Nc2ccccc2)nc2c1c(=O)[nH]c(=O)n2C
→ -23	45
> CCOCCCNCC(=O)Nc1ccccc1N1CCOCC1
→ 43	10
> COc1cc2c(cc1OC)C1(CCCC1)CNC2C (centres undefined)
→ 38	11
> CC(C)N=C(NC#N)SCc1ccc(F)cc1
→ -30	44
> CCOc1ccc(N2CC(C(=O)Nc3ccccc3OC)CC2=O)cc1 (centres undefined)
→ 21	25
> COC(=O)c1ccccc1NC(=O)CN1C(=O)c2ccccc2S1(=O)=O
→ -20	20
> Cc1ccc(S(=O)(=O)N2CCOCC2)cc1C(=O)Nc1nc(-c2cccnc2)cs1
→ 39	12
> COc1cccc(CNC(=O)CN(c2cc(C)cc(C)c2)S(=O)(=O)c2c(C)noc2C)c1
→ -50	74
> Cc1c(Cl)cnc(NC(=O)COC(=O)CCS(=O)(=O)c2ccccc2)c1Cl
→ 42	23
> Cc1noc(C)c1C(=O)Nc1sc2c(c1C(N)=O)CCCCC2
→ -58	31
> CCCCNC(=O)c1ccc(NS(=O)(=O)c2ccccc2)cc1
→ 26	34
> CN(C)c1ccc(-c2nc3ccccc3n2C)cc1
→ -17	45
> Cc1ccc(NC(=S)NNC(=O)C2CC2c2ccc(C)cc2)cc1 (centres undefined)
→ -66	32
> Cc1ccc(S(=O)(=O)/N=c2\sccn2C)cc1
→ 60	15
> C=CCn1c(N)c(S(=O)(=O)c2cccs2)c2nc3ccccc3nc21
→ 38	25
> COc1ccc(CCNC(=O)Cn2cnc3c(cnn3C(C)(C)C)c2=O)cc1OC
→ 29	26
> CCOc1ccc2nc(C)cc(C(=O)O)c2c1
→ -4	36
> CC(C)(C)OC(=O)C1C(=O)CC(C)(O)C(C(=O)OC(C)(C)C)C1c1cccnc1 (centres undefined)
→ 16	19
> CC(CCc1ccccc1)C(=O)NO (centres undefined)
→ -33	45
> COc1ccc(OC)c(N=c2oc3cc(O)ccc3cc2C(N)=O)c1
→ 13	35
> CN(C1=C(N2CCCCC2)C(=O)c2ccccc2C1=O)c1ccccc1
→ -30	26
> CCC(=O)NC(Nc1sc2c(c1C(=O)OC)CCN(C)C2)(C(F)(F)F)C(F)(F)F
→ 10	16
> Cn1c(N2CCOCC2)nc2c1c(=O)n(Cc1ccc(Cl)c(Cl)c1)c(=O)n2C
→ -5	19
> COCCNc1oc(-c2ccc(C)cc2)nc1C#N
→ 10	34
> Cc1nc2ccc(C(C(F)(F)F)(C(F)(F)F)C(F)(F)F)cc2[nH]1
→ 5	17
> O=C1CC(N2CCC(c3nc4ccccc4o3)CC2)C(=O)N1c1ccc(Cl)cc1 (centres undefined)
→ 33	14
> CCOC(=O)/C=c1\s/c(=C\c2ccc3c(c2)OCCO3)c(=O)n1CC(=O)NCC1CCCO1 (centres undefined)
→ 20	17
> CCOC(=O)N1CCN(Cc2nc3c(c(=O)n(C)c(=O)n3C)n2Cc2ccc(F)cc2)CC1
→ -13	35
> Cc1cccc(OCc2nnc(SCC(=O)c3cccs3)n2C)c1C
→ -30	39
> CC(C)(C)NC(=O)CCC1COc2ccccc2O1 (centres undefined)
→ -52	36
> Cc1cccc(NC2=NC3(CCCCC3)N=C(N)N2)c1C
→ -11	22
> CCN(CC)CC(=O)NCC1(c2ccccc2)CCOCC1
→ -22	46
> CC(=O)c1[nH]c(C)c(C(C)=O)c1C
→ 20	32
> CC(C)(C)c1cc(C(=O)O)nn1-c1ccccc1
→ -72	33
> Cc1cc(C)c2cc(CN(Cc3nnnn3Cc3ccc(F)cc3)C3CCCC3)c(=O)[nH]c2c1
→ -2	38
> CCOC(=O)CC(=O)CSc1nc2c(c(C)c1C#N)CCC2
→ 0	31
> Cc1c(C(O)CN2CCC(C(N)=O)CC2)c2ccccc2n1C (centres undefined)
→ -40	28
> COc1ccc(NC(=O)Cn2c(-c3ccc(OC)cc3)cn(-c3ccc(C)cc3)c2=O)cc1
→ -13	21
> CCC(C)(C)NC(=O)C(c1cccn1C)N(Cc1ccc(C)cc1)C(=O)Cn1nnc2ccccc21 (centres undefined)
→ 68	11
> C=CCCC(=O)Nc1nc(C)c(-c2csc(Nc3cc(OC)ccc3OC)n2)s1
→ 22	30

# Among those listed so far, these contain an aryl methoxy group.
# Below each compound – mHtt clearance	mHtt clearance grain fraction
> COc1ccc(NC(=O)c2onc(C)c2Cl)cc1OC
→ -2	46
> COc1ccc(F)cc1S(=O)(=O)N1CCN(Cc2ccc3c(c2)OCO3)CC1
→ 68	6.3
> COc1ccc(S(=O)(=O)N2CCC(C(=O)N3CCN(c4ccccc4OC)CC3)CC2)cc1
→ 9	19
> COc1ccccc1C(=O)NCCn1cc(SCC(=O)NCc2ccco2)c2ccccc21
→ -8	22
> C=C(C)CC1N(c2cccc(OC)c2)C(=O)[C@@H]2C(C(=O)O)[C@H]3C=C[C@@]12O3 (some centres undefined)
→ -6	35
> CCc1c(C)nc(Nc2nc(C)c3cc(OC)ccc3n2)[nH]c1=O
→ 44	23
> COc1ccc(NC(=O)c2oc3ccccc3c2NC(=O)c2ccco2)cc1
→ 42	12
> COc1ccc(CC(NC(C)=O)C(=O)NC2CCN(C(=O)NCc3ccccc3)CC2)cc1 (centres undefined)
→ 33	12
> COc1ccc(Oc2ccccc2/C=N/O)cc1
→ -7	41
> COc1ccc(C(=O)CSc2nnc(-c3ccccn3)n2Cc2ccco2)cc1
→ -11	41
> COc1ccc(-c2c3c(=O)n(C)c(=O)n(C)c3cn2-c2cccc(OC)c2)cc1
→ 11	18
> COc1c(F)c(F)c(C(=O)Nc2cccc(Cl)c2N2CCOCC2)c(F)c1F
→ 1	19
> COc1cc2c(cc1OC)C1(CCCC1)CNC2C (centres undefined)
→ 38	11
> CCOc1ccc(N2CC(C(=O)Nc3ccccc3OC)CC2=O)cc1 (centres undefined)
→ 21	25
> COc1cccc(CNC(=O)CN(c2cc(C)cc(C)c2)S(=O)(=O)c2c(C)noc2C)c1
→ -50	74
> COc1ccc(CCNC(=O)Cn2cnc3c(cnn3C(C)(C)C)c2=O)cc1OC
→ 29	26
> COc1ccc(OC)c(N=c2oc3cc(O)ccc3cc2C(N)=O)c1
→ 13	35
> COc1ccc(NC(=O)Cn2c(-c3ccc(OC)cc3)cn(-c3ccc(C)cc3)c2=O)cc1
→ -13	21
> C=CCCC(=O)Nc1nc(C)c(-c2csc(Nc3cc(OC)ccc3OC)n2)s1
→ 22	30

# Only part of the results is shown (hit frequency here may not be typical).
